Screening results (PubChem)
TCR act: activates T cell receptor signaling; primary human leukocytes, anti-CD3, IL-2 HTRF, 48 h; Potency, µM (series often up to 9.22 µM), for the others: at the top dose activation of IL-2 secretion, usual class: activators; 330,000 tested, under 10 active; AID 504894; note: % of control where 0% means no effect
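Activity was scored as IL-2 release from primary human leukocytes given only a TCR signal (a-CD3 beads) plus compound for 48 hr. Detection used a two-antibody HTRF format read at 665nm.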
hERG WT inh: blocks the wildtype human KCNH2 potassium channel; Q12809; AID 720551; hit rate 0.37% among 340,000; activity change, % at 1.84 µM; U2OS, BacMam KCNH2, thallium flux FluxOr; active compounds read low;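 active = maximum activity change below -70%; inconclusive = maximum activity change between -70% and -50%; inactive = maximum activity change above -50%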; note: % is set by controls: 0 for no effect and ±100 for the full control effect
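U2OS cells transduced with wild-type KCNH2 virus are loaded with FluxOr dye for 45 min, and thallium flux is measured in kinetic reads before and after stimulation buffer. Rate constants are normalized to DMSO controls.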
CXXC DNA block: MLL CXXC-DNA interaction inhibition | Q03164 | MLL-CXXC / FITC-HOXA9 DNA fluorescence polarization | Potency, µM (highest dose often 115 µM), without a hit: at the top dose activity change, negative = inhibition, actives largely listed as inhibitors | hit rate 0.037% among 290,000; active = well fitted inhibition curve with a large enough effect in the polarisation, with a control signal flat, not every such curve was filed as active; inconclusive = small, poorly fitted or top-dose-only effect, or effect the other way, or a change in a side signal; inactive = no such curve, though single readings can be large or run the other way; the % refers to the polarisation; note: potency is the fitted concentration of half-maximal effect
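Steps: dispense CXXC domain solution (7 uM) → pin compounds or unlabeled HOX-A9 DNA control → 5 min ambient → add FLSN-HOX-A9 solution (50 nM) → spin → 30 min ambient → fluorescence polarization. Tris pH 7.5/NaCl/DTT/BSA buffer.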
Tb PFK inh: blocks T. brucei phosphofructokinase. O15648. T. brucei PFK, ADP-Glo luminescence. Potency, µM (doses to about 57.5 µM), for the others: top-dose activity, negative = inhibition, actives largely listed as inhibitors. hit rate 0.17% among 330,000. AID 485367;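 note: potency is the fitted concentration of half-maximal effect; 0% = uninhibited 1x PFK enzyme wells and -100% = no-enzyme wells; nearly all actives have a fitted effect of over 60% in size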
Target sequence (O15648 whole entry, looked up): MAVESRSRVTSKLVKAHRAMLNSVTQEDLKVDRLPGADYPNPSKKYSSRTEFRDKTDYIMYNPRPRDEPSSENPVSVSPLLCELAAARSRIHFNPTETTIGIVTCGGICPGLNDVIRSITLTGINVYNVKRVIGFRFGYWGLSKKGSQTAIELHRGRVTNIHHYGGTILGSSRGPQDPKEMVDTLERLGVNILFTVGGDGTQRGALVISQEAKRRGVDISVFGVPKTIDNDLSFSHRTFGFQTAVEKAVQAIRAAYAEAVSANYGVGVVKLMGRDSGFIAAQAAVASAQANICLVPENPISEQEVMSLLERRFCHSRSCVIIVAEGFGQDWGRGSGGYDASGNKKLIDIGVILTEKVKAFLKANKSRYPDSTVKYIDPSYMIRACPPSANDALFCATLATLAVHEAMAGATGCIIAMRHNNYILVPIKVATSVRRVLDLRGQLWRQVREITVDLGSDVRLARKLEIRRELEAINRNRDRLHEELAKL
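Activity is normalized to no-enzyme wells (full inhibition) and 1.25 nM enzyme wells (no inhibition). Reaction: 0.5 mM F6P, 0.1 mM ATP, 45 min RT, ADP-Glo luminescence; concentration-response curves fitted and classed by quality.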
GALK inh: galactokinase (human) inhibition | Potency, µM (series often up to 57.5 µM), for the others: at the highest dose activity change, negative = inhibition, usual class: inhibitors | AID 1868 | hit rate 0.007% among 270,000 | Purified GALK, Kinase-Glo residual ATP luminescence | P51570; note: potency is the fitted concentration of half-maximal effect; % is set by controls: 0 for no effect and ±100 for the full control effect
Target sequence (P51570 whole entry, looked up): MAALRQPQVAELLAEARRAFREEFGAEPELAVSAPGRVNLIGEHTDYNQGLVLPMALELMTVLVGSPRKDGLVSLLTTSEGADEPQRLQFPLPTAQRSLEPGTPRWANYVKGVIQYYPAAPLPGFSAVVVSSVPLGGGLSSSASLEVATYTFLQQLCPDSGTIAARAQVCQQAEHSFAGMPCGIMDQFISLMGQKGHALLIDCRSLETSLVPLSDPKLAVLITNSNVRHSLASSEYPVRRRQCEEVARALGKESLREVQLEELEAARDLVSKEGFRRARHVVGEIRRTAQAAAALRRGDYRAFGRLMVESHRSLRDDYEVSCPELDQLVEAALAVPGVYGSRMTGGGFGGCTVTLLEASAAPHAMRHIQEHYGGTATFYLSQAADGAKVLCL
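5 nM enzyme, 35 uM ATP, 100 uM galactose, 20 mM HEPES pH8.0, 5 mM MgCl2; 1 h RT; residual ATP by Kinase-Glo Plus luminescence, qHTS format.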
BCR signal inh: chronic active BCR signaling inhibition; ABC-DLBCL IkBa-CBG/CBR reporter, luminescence ratio, 4 h; Potency, µM (titrated, usually from 46.1 µM), for the others: top-dose ratio change, negative = lower green/red ratio, usual class: inhibitors; hit rate 0.05% among 340,000; active = well fitted inhibition curve with a large enough effect in the signal ratio, with a control signal flat, not every such curve was filed as active; inconclusive = small, poorly fitted or top-dose-only effect, or effect the other way, or a change in a side signal; the % refers to the signal ratio;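 note: potency is the fitted concentration of half-maximal effect; plate controls were basal doxycycline-induced cells for no effect and cells given 10 µM MG132 for full effect; MG132 reads +100%, hits lower the ratio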
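TMD8 ABC-DLBCL cells carrying doxycycline-inducible green luciferase fused to IkappaBalpha plus unfused red luciferase were exposed to compounds (up to 46 uM) for 4 hrs at 37C. Activity came from the overlap-corrected green/red luminescence ratio.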
Giardia kill: Giardia lamblia killing; Giardia lamblia trophozoite viability; activity change, % at 7.66 µM, hits read low; hit rate 0.15% among 340,000; in the data active = activity change below about -80%; inconclusive = between about -30% and that limit;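 note: parasites exposed to compound for two days anaerobically before the ATP read; % is set by controls: 0 for no effect and ±100 for the full control effect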
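Luminescent ATP signal served as the viability read-out, measured 15-30 min after adding ATP detection reagent to trophozoites that had been incubated with compounds for 48 hrs at 37 deg C anaerobically at 100 cells/well.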
TSHR antag: blocks TSH signaling through the human TSH receptor. TSHR-expressing cells, TSH-stimulated cAMP HTRF, 2 h; active compounds read low. activity change, negative = inhibition, % at 11.5 µM. P16473. AID 504810. hit rate 0.2% among 330,000;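 active = activity change below a set negative limit, meaning inhibition stronger than a set level, cut at about -70% in these data; inconclusive = activity change between two set negative limits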; note: % is set by controls: 0 for no effect and ±100 for the full control effect
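TSHR-expressing cells, 200/well, pre-treated with compound, then stimulated with EC80 TSH (4nM final) for 2 hours at 37 deg C. cAMP measured by competitive HTRF: anti-cAMP cryptate antibody in lysis buffer plus cAMP-d2, read after 30 minutes at room temperature.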
A-T KAP1 phos: potential ataxia-telangiectasia treatments restoring KAP-1 phosphorylation; hit rate 0.19% among 320,000; […] A-T fibroblasts, KAP-1 phosphorylation AlphaLISA; neocarzinostatin DNA damage 30 min before lysis; Potency, µM (doses to about 57.5 µM), for inactives: at the top dose activation, actives largely listed as activators; note: potency is the fitted concentration of half-maximal effect; % of control where 0% means no effect; nearly all actives have a fitted effect of over 45% in size
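ATM-like activity read as KAP-1 phosphorylation via AlphaLISA donor/acceptor antibody pairs after lysis and 6 hr at 25C. Cells were ATM-null patient fibroblasts ([…], hTERT), dosed 60 min, then exposed to the DSB inducer NCS for 30 min.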
Coupling enz: counter-screen for Giardia aldolase inhibitors: coupling enzyme system; coupling enzyme system counterscreen, AmpLite Red fluorescence; activity change, negative = inhibition, % at 58.2 µM, hits read low; hit rate 0.67% among 290,000; AID 2472; in the data active = activity change below about -30%; note: % is set by controls: 0 for no effect and ±100 for the full control effect
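Fluorescence at 525 nm excitation and 598 nm emission measured inhibition of the coupled detection system without aldolase. Compounds (at 57.5 uM final) were preincubated 10 min at room temperature with coupling enzyme reagent before a 20 min substrate/AmpLite Red step.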
Numbers without * were called inactive; ? = inconclusive; · = no result given; [ ] = remark or other dose. Unless noted, calls come from the whole dose curve; as a rule, active = well fitted curve in the direction sought with a large enough effect; inconclusive = small, poorly fitted or top-dose-only effect, or another doubt; inactive = no such curve, though single readings can be large; an effect the other way counts as inactive or inconclusive. Rows were taken by chance. Share with any hit: about 1.6%.

SMILES	TCR act	hERG WT inh	CXXC DNA block	Tb PFK inh	GALK inh	BCR signal inh	Giardia kill	TSHR antag	A-T KAP1 phos	Coupling enz
O=C(NCc1ccc(S(=O)(=O)Nc2ccccc2Cl)s1)c1ccccc1	-7%	4	2%	-1%	9%	3%	7	-7	2%	6
CCN(CC)c1nc(C#N)cc(-c2ccc(OC)cc2)n1	-12%	5	1%	-2%	6%	?	?	-12	13%	-2
O=C(/C(=N\Nc1ccccc1)Sc1nnnn1-c1ccccc1)c1ccccc1	0%[46.1 µM]	-2	21%	-4%	-1%	13%	-15	19	-1%	6
Cc1ccc(CNC(=O)COC(=O)Cc2ccc(-c3ccccc3)cc2)cc1	2%[46.1 µM]	3	5%	6%	0%	-14%	7	-3	-3%	1
O=C(CSc1ncnc2sccc12)Nc1ccccc1	10%	0	-15%	-7%	0%	?	8	-11	10%	0
CCc1ccc(CN(C)C(=O)c2cc(COc3ccc(OC)cc3Cl)on2)nc1	-4%	-14	?	2%	-2%	-1%	9	8	17%	-3
Cc1ccc(NC(=O)CCNS(=O)(=O)c2ccc3[nH]c(=O)oc3c2)cc1C	-2%	-7	18%	-2%	0%	0%	-6	2	-4%	7
O=C(O)CCCC(=O)N1N=C(c2ccccc2)CC1c1cccs1 (stereo not given)	11%	-9	16%	7%	0%	-4%	-3	9	?	25
CC1CCN(CC(=O)Nc2sc3c(c2C#N)CCC3)CC1	-84%	2	-6%	0%	3%	?	-10	-1	5%	0
CN(C)S(=O)(=O)Oc1ccc(Cl)cc1C(=O)Nc1cccc(C(F)(F)F)c1	·	1	11%	-4%	0%	?	-11	-8	10%	-2

The last two records of the section above are carried over, then new ones follow.
SMILES	TCR act	hERG WT inh	CXXC DNA block	Tb PFK inh	GALK inh	BCR signal inh	Giardia kill	TSHR antag	A-T KAP1 phos	Coupling enz
CC1CCN(CC(=O)Nc2sc3c(c2C#N)CCC3)CC1	-84%	2	-6%	0%	3%	?	-10	-1	5%	0
CN(C)S(=O)(=O)Oc1ccc(Cl)cc1C(=O)Nc1cccc(C(F)(F)F)c1	·	1	11%	-4%	0%	?	-11	-8	10%	-2
COc1ccc([C@@H]2C(C#N)=C(N)S[C@@H](c3ccccc3)[C@@H]2[N+](=O)[O-])cc1	-1%[46.1 µM]	4	12%	0%	0%	0%	-19	-14	19%	-6
OCC[C@@H]1C[C@@H](O)[C@H](O)[C@]2(OCCCc3ccccc32)O1	4%	3	-1%	0%	·	-4%	8	-3	2%	-1
O=S(=O)(c1ccc(Cl)cc1)n1ccc(-c2cccc(OCc3c(F)cccc3Cl)c2)n1	-11%	-10	2%	0%	0%	?	-8	-9	5%	0
Cc1ccc(NC(=S)N(CCN2CCOCC2)Cc2cc3cc4c(cc3[nH]c2=O)OCO4)cc1	10%	·	3%	-1%	-2%	?	-30	-2	0%	3
CC1(C)CC(=O)C=C(Nc2ccc(O)c(C(=O)O)c2)C1	2%	-2	-7%	0%	0%	8%	11	-8	13%	-2
O=c1cc(CSc2ccccn2)c2ccccc2[nH]1	-2%	0	-4%	10%	-4%	?	12	-4	-1%	-6
COC(=O)C(C)NC(=O)COc1ccc2ccccc2c1 (stereo not given)	8%	-12	-1%	-7%	-1%	0%	-6	27	-4%	-2
O=C(CN1CCc2ccccc21)Nc1ccc2c(c1)OCCCO2	8%	-4	·	-3%	·	-19%	2	-28	20%	·
Cc1ccc(S(=O)(=O)c2c(CO)c(-c3ccccc3)nn2C)cc1	-1%	·	6%	-4%	-1%	-22%	-7	-11	2%	0
O=C(NCc1ccco1)c1noc2c1CCCC2	-6%	-30	0%	4%	1%	1%	1	-2	-5%	3
c1ccc(Cn2nnnc2C(c2cccs2)N2CCCCCC2)cc1 (stereo not given)	4%[46.1 µM]	-12	0%	-3%	-3%	13%	13	-26	5%	1
Cc1cc(F)ccc1S(=O)(=O)Nc1ncnc2scc(-c3ccc(F)cc3)c12	-1%[46.1 µM]	1	42%[activator]	1%	-3%	-1%	-18	-12	4%	6
COC(=O)c1ccc(C(=O)OC)c(NC(=S)N2CCN(c3cc(Cl)ccc3C)CC2)c1	0%[46.1 µM]	18	12%	4%	-3%	-13%	-16	-4	5%	-1
Cn1c2ccccc2c2cnn(CC(=O)O)c(=O)c21	3%	-6	6%	8%	-2%	-1%	-23	8	0%	4
Cc1c(C(=O)Nc2ccccn2)sc2nc3n(c(=O)c12)CCC3	3%	5	-2%	1%	4%	?	-8	4	12%	·
CCCS(=O)(=O)c1nc(S(=O)(=O)c2ccc(C)cc2)c(N2CCN(CC)CC2)s1	4%	13	2%	0%	2%	-11%	0	22	7%	3
ONC(=Nc1cccc(C(F)(F)F)c1)c1cccnc1	-18%	10	-1%	1%	9%	-13%	74[activator]	0	-6%	1
Oc1ccc[n+](/C=C\c2ccccc2)c1	-2%	-14	·	1%	·	1%	20	7	-3%	·
O=S(=O)(NC(=NC1CCCCC1)c1ccccc1)c1ccc(F)cc1	6%	17	-11%	5%	1%	-1%	-3	21	2%	0
COc1ccc(/C=C/C(=O)Nc2nonc2NC(C)=O)cc1	-5%[46.1 µM]	3	7%	-3%	0%	?	0	-13	1%	-1
O=C(NCN1C(=O)C2C3C=CC(C3)C2C1=O)Nc1ccccc1O (stereo not given)	6%	2	-1%	-4%	1%	?	-13	-8	-1%	-1
O=C(NCC(=O)N1CCN(C(=O)c2ccco2)CC1)c1ccc(Br)cc1	3%	-2	8%	1%	5%	2%	5	0	11%	·
Cc1cc(C)nc(NC(=O)CSc2nc3ccccc3o2)n1	-2%	-14	-2%	-2%	2%	1%	-4	0	·	0
O=C(NS(=O)(=O)c1ccc(Cl)cc1)c1ccccc1	6%	2	5%	4%	14%	0%	5	47	-6%	0
CCCNC(=O)COCc1cc(-c2ccc3c(c2)OCO3)on1	-7%	6	-1%	0%	5%	0%	-9	10	16%	0
CN(Cc1ccc(Cl)cc1)C(=O)CCl	7%	0	15%	-4%	-2%	?	-5	-1	-1%	0
O=C(COc1ccc(S(=O)(=O)NC2CCCCC2)cc1)NC1CCCC1	-8%	·	-17%	0%	0%	0%	-25	3	9%[11.5 µM]	4
CC1CCCC(C)N1C(=O)COC(=O)c1ccc(Br)o1 (stereo not given)	-1%	-14	·	8%	·	?	-4	·	6%	·
Cc1cc(F)ccc1S(=O)(=O)N1CCCCC1CCNC(=O)C(=O)NCc1ccccn1 (stereo not given)	3%	-2	·	-2%	·	2%	-9	-6	8%	·
O=C(CSc1nc2ccccc2c(=O)n1-c1ccc(F)cc1F)Nc1ccc(N2CCOCC2)cc1	1%[46.1 µM]	2	-2%	0%	3%	?	-9	15	-1%	-2
CC1=C(C(=O)Nc2ccccc2)C(c2ccc[nH]2)n2ncnc2N1 (stereo not given)	·	·	·	?	·	?	·	18	1%	·
O=C(CCc1nnc2ccc(NCc3ccccc3Cl)nn12)NC1CCCC1	-6%	-1	6%	1%	-1%	?	1	0	4%	0
CCCNC(=O)NC(=O)CSc1nnc(-c2c[nH]c3ccccc23)o1	-9%	-5	?	1%	·	?	-15	-2	5%	-3
O=C(NCc1ccc(Cl)cc1)NCC(F)(F)F	-5%[46.1 µM]	-1	1%	?	0%	-1%	-4	-2	9%	-2
COc1ccc(C(=O)c2cc3c(cc2[N+](=O)[O-])OCCO3)cc1	-1%	-9	-10%	-1%	0%	-24%	15	-7	11%	-3
O=c1[nH]c(=O)n(Cc2ccccc2)c2c1CCC2	-1%	-6	-6%	3%	0%	-1%	-2	-1	0%	-7
CCCCC(c1nnnn1C1CCCC1)N1CCN(C(=O)c2ccco2)CC1 (stereo not given)	-2%	2	-5%	1%	-2%	?	-9	-5	-1%	-1
Cc1cccc(NS(=O)(=O)c2coc(C(N)=O)c2)c1C	-2%	2	·	0%	·	-12%	-2	7	0%	2
NS(=O)(=O)c1ccc(CNC(=S)NC2CC2)cc1	4%	-2	-3%	-1%	0%	2%	12	7	-7%	1
CCOCCCN1CN(Cc2ccccc2)CNC1=S	1%[46.1 µM]	0	-17%	-10%	-5%	2%	3	-9	-2%	4
COc1cccc(C2=NOC(C(=O)NCc3cccnc3)C2)c1 (stereo not given)	13%	6	2%	?	1%	1%	8	4	8%	2
CC(C)CC1Nc2ncnc(N3CCN(c4ccccn4)CC3)c2N(Cc2ccc(Br)cc2)C1=O (stereo not given)	1%	-28	·	1%	·	-3%	7	-15	-2%	·
COc1cccc(C2OC(=O)c3ccccc3N2C(C)=O)c1OC(C)=O (stereo not given)	0%	8	2%	-2%	0%	?	3	15	-4%	-3
COc1c(Br)cc([N+](=O)[O-])c(OC)c1C(=O)NC(=O)Nc1nc(C)cc(C)n1	3%	2	2%	-5%	1%	?	10	22	11%	-1
CCc1cccc(C)c1NC(=O)CCCN1C(=O)NC(C)(C)C1=O	9%	-3	·	3%	·	-5%	-14	-17	-11%	·
